Source: PubChem
GlmU inhibition = inhibition of mycobacterial GlmU enzyme – biochemical, glucosamine-1-phosphate acetyltransferase (AID 1376); M. tuberculosis GlmU acetyltransferase enzyme assay; higher % means a stronger effect; inhibition, %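 (tested at 30 µM in the primary screen)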; hits with a dose series show IC50 in µM; 220,000 compounds, 0.25% hits; in the data active means inhibition above about 13%; inconclusive means no clear call, values can overlap the other calls;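 further: 0% = complete reaction with vehicle and 100% = reaction without substrate; strong numbers were not always called active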
Mtb RmlCD inh = M. tuberculosis RmlC/RmlD inhibition; P9WH09+P9WH11; RmlC+RmlD coupled enzyme assay, percent inhibition; primary screen in compound mixtures; inhibition, % at 3.6 µM; 160,000 compounds, 0.03% hits; in the data active means inhibition mostly above about 34%, no sharp cut-off; inconclusive means no clear call, values can overlap the other calls; inactive means mostly below about 22%; further: some results filed as inactive read as strong as hits
Target sequence (P9WH09 whole entry, looked up): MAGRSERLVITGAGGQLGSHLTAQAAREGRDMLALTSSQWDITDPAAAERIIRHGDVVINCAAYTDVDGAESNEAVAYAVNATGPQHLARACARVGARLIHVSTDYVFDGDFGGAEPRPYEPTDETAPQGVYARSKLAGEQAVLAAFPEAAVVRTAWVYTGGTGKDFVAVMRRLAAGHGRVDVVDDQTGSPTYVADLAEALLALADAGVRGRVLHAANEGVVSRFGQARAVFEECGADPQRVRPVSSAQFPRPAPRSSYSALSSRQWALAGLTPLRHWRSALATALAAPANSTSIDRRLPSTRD
Target sequence (P9WH11 whole entry, looked up): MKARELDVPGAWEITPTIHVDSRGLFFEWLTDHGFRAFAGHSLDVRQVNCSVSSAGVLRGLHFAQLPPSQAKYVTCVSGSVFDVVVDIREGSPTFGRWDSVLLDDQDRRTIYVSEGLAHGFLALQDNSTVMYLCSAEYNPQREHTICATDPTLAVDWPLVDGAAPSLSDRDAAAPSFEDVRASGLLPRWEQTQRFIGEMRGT
* = called active by the depositor; ? = inconclusive; · = not tested or not shown.

cpd	Molecule	GlmU inhibition	Mtb RmlCD inh
1	O=C(COC(=O)/C=C/c1cccs1)Nc1cccc(S(=O)(=O)N2CCCC2)c1	-0.9%	17.7
2	CCc1oc2ccccc2c1C(=O)CCN1CCCCC1	-0.5%	-5.9
3	CCCCn1c(O)c(C(C)=Nc2ccc(C(=O)O)cc2)c(=O)[nH]c1=O	1.7%	·
4	COc1ccc(/C=N/NC(=O)CSc2nnc(C)n2-c2ccccc2)c(OC)c1OC	-4.1%	·
5	N#C/C(=C/c1ccc(-c2ccccc2[N+](=O)[O-])o1)C(N)=O	0.4%	·
6	Cc1cc2cc(CNC(=O)NC3CCCCC3)ccc2[nH]1	-0.6%	·
7	O=C(CSc1ccc(Cl)cc1)Nc1ccccc1Oc1ccccc1	-1.5%	10.1
8	COc1cc(NC(=S)NC2CC(C)(C)NC(C)(C)C2)c(OC)cc1Cl	0.1%	-10.3
9	COC(=O)c1c(NC(=S)Nc2ccc(F)cc2[N+](=O)[O-])sc2c1CCCCC2	-5.6%	11.4
10	Cn1nc(CC(=O)NCc2ccc(F)cc2)c2ccccc2c1=O	3.2%	-11.4
11	O=C(CCCc1ccccc1)NCCN1CCOCC1	-3.3%	56.6
12	O=C(Nc1ccc2snnc2c1)N1CCCCC1	1.5%	14.1
13	CCNC(=S)Nc1cc(C(=O)N2CCCC2)ccc1N1CCCC1	-1.6%	-9.5
14	C=CCn1c(SCC(=O)c2cccs2)nc2sc(CC)cc2c1=O	1.2%	·
15	Cc1cc(C)nc(NS(=O)(=O)c2ccc(NC(=O)c3ccc4c(c3)OCO4)cc2)n1	4.9%	·
16	CC1CC(C)CN(C(=O)CNC(=O)Cn2ccc3ccccc3c2=O)C1 (stereo not given)	-0.1%	·
17	CCOC(=O)Cn1cc(C=O)c2ccccc21	0.7%	?
18	CCc1ccc(-c2csc3ncn(CC(=O)NCc4ccco4)c(=O)c23)cc1	-0.9%	2.8
19	CCN(CC)CCCn1c(=S)[nH]c2cc(Cl)ccc2c1=O	3.4%	-5.2
20	Cc1cc(NC(=O)CCCn2nc([N+](=O)[O-])c(Cl)c2C)no1	0.1%	·
21	O=C(CCCN1C(=O)c2ccccc2C1=O)NCCN1C(=O)S/C(=C\c2cccs2)C1=O	2.1%	-9.5
22	Cc1cccc(N2CCN(C3=NC(=O)/C(=C\c4cn[nH]c4-c4ccccc4)S3)CC2)c1	-1.2%	4.6
23	O=C(Nc1ccc(S(=O)(=O)Nc2nccc(C3Cc4ccccc4C(=O)O3)n2)cc1)c1ccccc1 (stereo not given)	4.7%	4.8
24	CCOC(=O)c1[nH]c2ccc(OC)cc2c1N=CN(C)C	1.3%	·
25	COC(=O)CC1C(C(=O)OC)ON2OC(C(=O)OC)C(C(=O)OC)C12 (stereo not given)	0.1%	·
26	Cc1cccc(OCCCCc2c(C)n[nH]c2C)c1	5.4%	-38.5
27	COc1cc(C2C3=C(CC(C)(C)CC3=O)OC(N)=C2[N+](=O)[O-])ccc1O (stereo not given)	-1.8%	26.6
28	COc1ccc(NC(=O)C2CCCCN2CC(=O)OCc2ccccc2)cc1OC (stereo not given)	-2.1%	·
29	COC(=O)c1cc(Cl)c(NC(=O)/C=C/c2ccc(Cl)cc2)cc1OC	-1.0%	15.4
30	N=C1/C(=C/c2cccn2-c2ccc([N+](=O)[O-])cc2)C(=O)N=C2SC=CN12	3.5%	8.5
31	CN1C(C(=O)NCc2ccc(OC(F)(F)F)cc2)CC2Cn3c(nc4cc(Cl)c(Cl)cc43)C21 (stereo not given)	-6.6%	·
32	CCCOc1cccc(CN2CCCCC2c2cccnc2)c1 (stereo not given)	0.7%	-16.9
33	Cc1cc(/C=N/N2CCN(C)CC2)c(C)n1-c1ccccc1F	-3.6%	10.0
34	O=P(Nc1c(Cl)cccc1Cl)(c1ccccc1)c1nc2c(s1)CCCC2 (stereo not given)	-3.9%	-10.9
35	CP(=O)(O)CCCN	-1.0%	·
36	C(=C\c1ccccc1)/CN1CCN(c2ncnc3c2oc2ccccc23)CC1	-1.7%	·
37	CCCC(=O)Nc1sc2c(c1C(=O)OCC)CC(C)(C)OC2	1.3%	-2.5
38	CSc1nnc(C)c(=O)n1COC(=O)c1cc(Cl)ccc1[N+](=O)[O-]	1.8%	-11.2
39	CCNC(=O)[C@@H]1CCCN1C(=O)[C@H](CCCN=C(N)N)NC(=O)[C@H](CC(C)C)NC(=O)[C@@H](CC(C)C)NC(=O)[C@H](Cc1ccc(O)cc1)NC(=O)[C@H](CO)NC(=O)[C@H](Cc1c[nH]c2ccccc12)NC(=O)[C@H](Cc1cnc[nH]1)NC(=O)[C@@H]1CCC(=O)N1	-5.8%	·
40	CN(C)CCN=Cc1c(O)n(-c2cccc(C(F)(F)F)c2)c(=O)[nH]c1=O	-2.7%	·
41	O=C(c1cnc2n(c1=O)CCS2)N(c1ccccc1)C1CCCCC1	0.5%	-6.4
42	COc1ccc2cc(C3CC(c4cccs4)=NN3C(C)=O)c(Cl)nc2c1 (stereo not given)	-3.2%	·
43	CCOC(=O)c1ccc(-c2ccc(C=O)o2)cc1	-5.2%	-1.1
44	O=C(CN1CCN(C(=O)N2CCCCC2)CC1)Nc1ccc(F)cc1	3.2%	0.2
45	NS(=O)(=O)c1ccc(-n2nncc2C23CC4CC(CC(C4)C2)C3)cc1	9.5%	·
46	Cc1ccc(CN2C(=O)CCC2C(=O)NCCCN2CCCCC2C)cc1 (stereo not given)	3.0%	3.3
47	CC(C)(C)n1nc2c(c1NC(=O)c1ccc(S(=O)(=O)N3CCCC3)cc1)CS(=O)C2 (stereo not given)	2.0%	10.7
48	Cc1ccccc1OCC(O)CN1CCN(C)CC1 (stereo not given)	1.5%	-8.6
49	CC(=O)Cn1nnc2sc(-c3ccccc3)cc2c1=O	-4.2%	-8.5
50	COc1ccccc1C(=O)Nc1nc(-c2cccs2)c(NC(C)=O)s1	6.3%	-11.6

(next part)
cpd	Molecule	GlmU inhibition	Mtb RmlCD inh
51	CC/C(=N\NC(=O)COc1ccc(Br)cc1)c1ccc(OC)c(OC)c1	-3.8%	-11.3
52	CC(=O)Nc1ccccc1C(=O)C(=O)Nc1cccc(C(=O)NCc2ccc(C)cc2)c1	2.9%	·
53	CCN(CC)c1ccc(/C=C/c2cc(-c3ccccc3)c3ccccc3n2)cc1	·	7.4
54	Brc1cc(Br)c2nc(-c3ccc(N4CCOCC4)cc3)ccc2c1	·	6.7
55	O=c1c2ccccc2c(C=NCCc2ccccc2)c(O)n1Cc1ccccc1	0.1%	·
56	C/C=C/c1cc(CN2CCN(c3ccccc3)CC2)c(O)c(OC)c1	2.6%	-2.7
57	O=C(NCC(c1ccco1)N1CCN(c2ccccc2)CC1)OCc1ccccc1 (stereo not given)	-9.7%	10.8
58	c1ccc(-n2cnnc2SCc2nc3ccccc3s2)cc1	2.7%	5.6
59	O=C(Cc1ccccc1)Oc1ccc(N2C(=O)CCC2=O)cc1	9.7%	·
60	CC1Cc2nc(SCC(=O)Nc3ccc(F)cc3F)n(C)c(=O)c2S1 (stereo not given)	-2.7%	·
61	COc1ccc(Cl)cc1S(=O)(=O)Oc1ccc(NC(C)=O)cc1	-2.4%	·
62	CCCCC(CC)C(=O)Nc1ccc(Nc2ccccc2)cc1 (stereo not given)	0.2%	-4.8
63	CCCCNC(=S)Nc1ccc(-c2nc3ccc(C)cc3s2)cc1	-6.8%	·
64	CCCNC(=O)COc1nc2ccccc2nc1N1CCOCC1	3.4%	·
65	O=S(=O)(c1ccc2c(c1)OCCO2)N1CCC(c2nc3ccccc3s2)CC1	4.7%	4.9
66	Cn1cnnc1SCC(=O)c1ccc(OC(F)F)cc1	4.7%	·
67	N#Cc1ccc(N2CCN(c3ccc(F)cc3)CC2)cc1	6.0%	·
68	CN(C)c1ccc(NC(=O)c2ccc(COc3cccc(Cl)c3)o2)cc1	-6.2%	21.5
69	O=C1NC(c2ccccc2)=C(c2nc3ccccc3s2)C(c2ccc(O)cc2)N1 (stereo not given)	6.2%	12.2
70	Cc1nn(-c2ccccn2)c2c1C(c1ccncc1)C1=C(CC(C)(C)CC1=O)N2 (stereo not given)	3.0%	3.0
71	O=c1[nH]c2ccc(S(=O)(=O)N3CCCCC3)cc2[nH]1	-0.8%	·
72	COCCCNC(=S)Nc1cccc2ncccc12	8.6%	31.5
73	Cc1cccc(N2C(=O)NC(=O)/C(=C/c3ccc([N+](=O)[O-])o3)C2=O)c1	149µM*	-3.7
74	CCOCCCNC(=O)c1ccc(N2CCOCC2)c(NS(=O)(=O)c2ccc(OC)cc2)c1	0.4%	2.8
75	CC1=C(Sc2nc3ccccc3[nH]2)C(=O)NC(C)(C)C1	2.9%	5.4

For convenience, some entries already given.
cpd	Molecule	GlmU inhibition	Mtb RmlCD inh
68	CN(C)c1ccc(NC(=O)c2ccc(COc3cccc(Cl)c3)o2)cc1	-6.2%	21.5
69	O=C1NC(c2ccccc2)=C(c2nc3ccccc3s2)C(c2ccc(O)cc2)N1 (stereo not given)	6.2%	12.2
70	Cc1nn(-c2ccccn2)c2c1C(c1ccncc1)C1=C(CC(C)(C)CC1=O)N2 (stereo not given)	3.0%	3.0
71	O=c1[nH]c2ccc(S(=O)(=O)N3CCCCC3)cc2[nH]1	-0.8%	·
72	COCCCNC(=S)Nc1cccc2ncccc12	8.6%	31.5

Following part:
cpd	Molecule	GlmU inhibition	Mtb RmlCD inh
76	Cc1cccc(N2CCN(C(=O)C(NS(=O)(=O)c3cccs3)c3ccccc3)CC2)c1C (stereo not given)	0.8%	·
77	CCOC(=O)C1=C(CN2CCC(C)CC2)NC(=O)NC1c1ccc(Cl)cc1 (stereo not given)	6.1%	-7.7
78	COc1ccccc1NC(=S)NCCc1c[nH]c2ccccc12	0.8%	24.0
79	CCCNC(=O)C(=O)N/N=C/c1ccc(OCc2ccccc2)cc1	-3.4%	-8.3
80	CCCn1c2ccccc2c2nnc(SCC(=O)Nc3nnc(CC(=O)OCC)s3)nc21	-1.5%	·
81	CCOC(=O)N1c2ccccc2Sc2ccccc21	-7.4%	-6.5
82	CCOC(=O)Cc1csc(NC(=O)COc2ccc(C)c(C)c2)n1	-4.3%	-6.5
83	Cc1ccc2c(CSc3nncn3C)cc(=O)oc2c1C	3.3%	8.7
84	O=C(Cn1nc(-c2cccc(Cl)c2)ccc1=O)Nc1cccnc1	0.5%	·
85	CCOc1ccc(NS(=O)(=O)c2ccc(NC(=O)c3cccnc3)c(OC)c2)cc1	-3.8%	3.9
86	Cc1cc(SCC(=O)N(C)CC(=O)Nc2ccc(F)cc2)nc2ccccc12	13.3%*	-8.3
87	CNC(=O)COC(=O)/C=C/c1ccc(F)cc1	7.4%	7.8
88	Cc1cc(OC(=O)c2cc(Cl)nc3ccccc23)ccc1Cl	-4.9%	6.7
89	CCOC(=O)Nc1c2ccccc2nc2ccccc12	6.1%	·
90	C=CCN(c1cccc(C(F)(F)F)c1)S(=O)(=O)c1cccc(C(=O)OCC(=O)Nc2ccccc2)c1	-7.1%	14.0
91	COc1ccc(/C=C/C(=O)O)cc1S(=O)(=O)N1CCC(C)CC1	2.0%	-14.1
92	COc1ccc(-c2nc3scc(-c4ccccc4)n3n2)cc1	5.2%	-6.3
93	O=C(COc1ccccc1Cl)NC(=O)NC1CCCC1	0.9%	-4.4
94	Cc1cccc(N(CC(=O)NC(C)(C)C)C(=O)CNC(=O)c2cccs2)c1C	1.0%	-16.7
95	O=C(COc1ccccc1[N+](=O)[O-])Nc1ccc(Br)cc1	0.6%	4.6
96	C=CCCN([C@@H](C)C(=O)OC)S(=O)(=O)c1ccccc1Br	3.0%	·
97	CCN(Cc1cc(=O)n2ccsc2n1)Cc1nc2ccccc2c(=O)[nH]1	-0.7%	-0.5
98	CC(C)CC(c1nnnn1Cc1ccc(F)cc1)N1CCC(C(N)=O)CC1 (stereo not given)	3.7%	-9.9
99	S=C1SCN(Cc2ccccn2)CN1Cc1ccco1	-4.4%	11.7
100	NC(=O)CC12CC3CC(C1)CC(CC(N)=O)(C3)C2	3.7%	·
101	COc1ccc(-n2nc(C(=O)O)nc2-c2ccccc2)cc1	-1.4%	·
102	Cc1cc(C)n2c(SCC(=O)N(CC(C)C)c3c(N)n(CC(C)C)c(=O)[nH]c3=O)nnc2n1	16.4%	9.2
103	CCN(CC(=O)NC1CCS(=O)(=O)C1)Cc1nc2c(Br)cc(Br)cc2c(=O)[nH]1 (stereo not given)	4.1%	6.9
104	Cc1ccc(NC(=O)CCSc2ccccc2)c(C)c1	-7.2%	-9.6
105	COc1ccc(CSc2nc3ccccc3c(=O)[nH]2)cc1F	2.7%	-15.5
106	COc1ccc(C(C)NC(=O)c2ccccc2)cc1 (stereo not given)	3.1%	8.1
107	O=C(CSc1nnc(CCc2nc3ccccc3[nH]2)n1-c1ccccc1)NCc1ccco1	0.1%	3.6
108	CC(=O)Cc1nsc(NC(=O)c2ccc(-c3ccc(Cl)cc3Cl)o2)n1	4.4%	·
109	CCOC(=O)C1=C(c2ccccc2)NC(SCC)=C(C#N)C1c1cccnc1 (stereo not given)	-3.9%	7.3
110	CC(C)(C)CN1CCNC(=O)C1CC(=O)NCCc1ccccc1C(F)(F)F (stereo not given)	1.4%	1.6
111	CC(C)c1ccc(C2NC(=S)NC3=C2C(=O)CCC3)cc1 (stereo not given)	0.1%	·
112	COc1ccc(/C=N/NC(=O)C(O)(c2ccccc2)c2ccccc2)cc1OC	4.0%	·
113	C=CCc1c(C)nc(SCCC)[nH]c1=O	-3.0%	·

This is a subset; the hit share may differ from the screen's.
